Screening data: PubChem, Broad Institute
ERp5 block: blocks human ERp5 reductase activity on insulin; Q15084; ERp5 insulin aggregation, absorbance 650 nm, 90 min; inhibition, % at 9.99 µM; 350,000 tested, 0.05% active; AID 651711;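 active = mean replicate inhibition above about 25%, with every replicate also reaching it, limit read from the data, passing the limit was not always enough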
Target sequence (Q15084 whole entry, looked up): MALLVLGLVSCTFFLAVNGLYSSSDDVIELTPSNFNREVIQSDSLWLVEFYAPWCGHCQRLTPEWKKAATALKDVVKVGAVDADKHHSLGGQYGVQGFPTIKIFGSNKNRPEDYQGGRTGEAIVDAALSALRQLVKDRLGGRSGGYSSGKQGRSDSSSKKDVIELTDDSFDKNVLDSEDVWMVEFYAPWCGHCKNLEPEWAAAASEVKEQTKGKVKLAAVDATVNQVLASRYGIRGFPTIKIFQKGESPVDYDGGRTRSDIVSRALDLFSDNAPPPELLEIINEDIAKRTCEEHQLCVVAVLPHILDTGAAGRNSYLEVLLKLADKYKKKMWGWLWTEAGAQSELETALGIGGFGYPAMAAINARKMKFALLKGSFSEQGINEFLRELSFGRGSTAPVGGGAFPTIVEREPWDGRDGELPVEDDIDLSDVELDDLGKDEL
ARNT TACC3 PPI: disruptors of human ARNT/TACC3 interaction; Q9Y6A5; AlphaScreen His-ARNT PAS-B/GST-TACC3 binding, luminescence; TACC3 fragment carries E629A point mutation; inhibition, % at 9.99 µM; 390,000 tested, 0.66% active;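 active = mean inhibition of replicates at least 50% and at least half of replicates each reaching 50%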;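 also: 0% = complete ARNT plus TACC3 wells and 100% = ARNT alone without TACC3; many hits fall short of the cut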
miR122 inh: inhibitors of miR-122 in Huh7 cells; Huh7 miR-122 Renilla luciferase sensor, 48 h; neutral wells = 0, positive control = 100; AID 602342; 340,000 tested, 0.3% active; activation (reporter increase), % at 12.5 µM;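 active = mean replicate activation score at least 90 and every replicate individually at or above 90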;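 also: higher luciferase means less miR-122 activity so hits act as miR-122 inhibitors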
SIRT5 inh: inhibitors of human sirtuin-5 desuccinylase; 330,000 tested, 1.1% active; inhibition, % at 15 µM; AID 652115; Purified SirT5, succinyl-peptide AMC, trypsin-coupled fluorescence; Q9NXA8; in the data active = inhibition above about 15%
Target sequence (Q9NXA8 whole entry, looked up): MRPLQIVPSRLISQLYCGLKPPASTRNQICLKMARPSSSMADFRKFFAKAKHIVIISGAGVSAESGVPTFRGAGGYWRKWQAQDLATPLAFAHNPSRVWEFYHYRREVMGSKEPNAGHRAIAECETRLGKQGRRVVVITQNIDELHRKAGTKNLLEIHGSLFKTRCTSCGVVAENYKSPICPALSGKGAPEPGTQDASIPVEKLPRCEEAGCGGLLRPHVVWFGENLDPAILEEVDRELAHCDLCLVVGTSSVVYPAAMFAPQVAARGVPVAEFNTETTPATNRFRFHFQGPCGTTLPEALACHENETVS
Cneo AK release: Cryptococcus neoformans lysis via adenylate kinase release | C. neoformans lysis, adenylate kinase release luminescence, 4 h; normalised: neutral wells 0, clomiphene wells 100 | 360,000 tested, 0.2% active | lysis activity, % at 15 µM;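 active = mean lysis activity across replicates of at least 80%, whatever share of replicates individually reach that level; inactive = mean lysis activity below 80%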
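Assay system: Cryptococcus neoformans yeast cells / Dosing: single-point compound dose / Timing: 4 h at 37 °C static, read 1 h later / Measured by: luminescence of released adenylate kinase using an AK detection reagent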
Numbers without * were called inactive; . = no result given. Some of the compounds tested; rates above refer to the full screens.

SMILES	ERp5 block	ARNT TACC3 PPI	miR122 inh	SIRT5 inh	Cneo AK release
O=C1NC(=S)NC(=O)C1=Cc1ccc2c(c1)CCN2CCCCl	.	.	-1.5	.	-1.5
CS(=O)(=O)NCc1nnc2n1-c1ccc(Cl)cc1C(c1ccccc1)=NC2	.	-9.5	.	.	-2.2
O=C1NC(=O)N(Cc2ccco2)C(=O)/C1=C/c1ccc(-c2cccc([N+](=O)[O-])c2)o1	.	14.1	.	.	2.6
Cc1ccc(/C=C2/C(=O)NC(=O)N(CCc3ccc(F)cc3)C2=O)s1	.	5.9	.	.	0.6
Cc1c(C=C2C(=O)N(C)C(=O)N(C)C2=O)c(=O)n(-c2ccccc2)n1C	-0.4	-4.0	.	.	.
C=CCN1C(=O)/C(=C/c2cc(C)n(-c3ccccn3)c2C)C(=O)NC1=S	0.5	-2.0	.	.	.
CCOP(=O)(Nc1ccc2c(c1)C(=NNC(N)=S)c1ccccc1-2)OCC	0.9	11.6	.	.	.
O=C1NC(=O)C(CCc2ccncc2)(Cc2ccc([N+](=O)[O-])cc2)C(=O)N1	3.8	-11.0	.	.	.
Nc1ccc(Br)cc1C(=O)c1ccccc1	-2.3	4.0	.	.	.
CN1C(=O)N(C)C(=O)C2(Cc3cc([N+](=O)[O-])ccc3N(C)C2c2ccccc2)C1=O (configuration not stated)	-7.2	-2.3	.	.	.
COc1ccc(NC(=O)c2cn(CCC#N)nc2-c2ccc([N+](=O)[O-])cc2)cc1	7.8	-3.7	.	.	.
COC(=O)C1=C(C(=O)OC)SC2(S1)C(C(=O)OC)=C(C(=O)OC)Sc1c2ssc1=O	12.0	67.6*	.	.	.
COc1ccc(C2=NCC(=S)Nc3ccc(Cl)cc32)cc1OC	-7.3	0.6	.	.	.
COc1ccc(CN(CCc2c[nH]c3ccccc23)Cc2ccc(OC)cc2)cc1	-4.2	-11.5	.	.	.
Cc1cccc(OCC(=O)N2CCN(Cc3cccnc3)CC2)c1	0.8	14.8	.	.	.
CCCn1cc(CN2CCCC(C(=O)c3cccc(OC)c3)C2)c(C)n1 (configuration not stated)	1.9	2.1	.	.	.
CNC(=O)Oc1cccc(-c2cn3cc(OC(=O)NC)ccc3n2)c1	2.9	15.1	.	.	.
CC/C(=N\NC(=O)c1ccccc1O)c1c(O)n(Cc2ccccc2)c(=O)[nH]c1=O	-9.2	6.8	.	.	.
O=C1CC23c4ccccc4N4C(=O)CC5OCC=C6CN1C2CC6C5C43 (configuration not stated)	1.6	4.9	.	.	.
COC(=O)CNC(=O)c1cn(CCC#N)nc1-c1ccc(F)cc1	2.6	-9.1	.	.	.
CC1C(c2ccccc2)OCCN1C (configuration not stated)	-3.5	-2.4	.	.	.
C=CCn1c(O)c(C(C)=NCCCN(C)C)c(=O)[nH]c1=O	1.3	-2.9	.	.	.
CN(C(=O)CN1CC=C(c2ccccc2)CC1)c1c(N)n(Cc2ccccc2)c(=O)[nH]c1=O	0.5	-5.3	.	.	.
CCCC1(CC(C)C)C(=O)NC(=S)NC1=O	0.8	0.2	.	.	.
Cc1cccc(N2C(=O)NC(=O)/C(=C\c3ccc(N4CCOCC4)cc3)C2=O)c1	.	-5.3	.	-1.6	.

Whole records from above:
Cc1c(C=C2C(=O)N(C)C(=O)N(C)C2=O)c(=O)n(-c2ccccc2)n1C as listed: ERp5 block: -0.4; ARNT TACC3 PPI: -4.0; miR122 inh: .; SIRT5 inh: .; Cneo AK release: .
COc1ccc(NC(=O)c2cn(CCC#N)nc2-c2ccc([N+](=O)[O-])cc2)cc1 as listed: ERp5 block: 7.8; ARNT TACC3 PPI: -3.7; miR122 inh: .; SIRT5 inh: .; Cneo AK release: .

The list continues.
SMILES	ERp5 block	ARNT TACC3 PPI	miR122 inh	SIRT5 inh	Cneo AK release
COC(=O)[C@@]1(Sc2ccc(C)cc2)CC(=O)N(P(=O)(OC)OC)[C@@H]1c1ccccc1	6.5	.	.	-6.5	.
COc1cccc(C(=O)C2CCCN(Cc3cnn(C(C)C)c3)C2)c1 (configuration not stated)	0.4	.	.	-0.5	.
CCOC(=O)[C@]12Cc3c(cc(OC)c(OC)c3OC)[C@H]1N(C)C(=O)c1cc(OC)ccc12	-1.3	.	.	-3.3	.
Cc1cc(Br)cn2c(CC(=O)N3CCCCC3)c(-c3ccc(F)cc3)nc12	-5.2	.	.	2.6	.
Cc1cccc2nc(-c3ccccc3)c(-c3ccc(CN4CCC(n5c(=O)[nH]c6ccccc65)CC4)cc3)nc12	0.8	.	.	-1.2	.
CCN1CC2C3CCC(C)(O3)C2C1 (configuration not stated)	1.2	.	.	-1.8	.
COc1ccccc1-n1c(-c2ccccc2Br)nc2ccccc2c1=O	1.6	.	.	1.0	.
CN1OC[C@@H]2CN3C4(C[C@@H]21)c1ccccc1C3(c1ccccc1)c1ccccc14	-2.0	.	.	-1.0	.
O=C1NC(=O)C(=Cc2ccc3c(c2)OCO3)C(=O)N1	2.4	.	.	15.0	.
COc1ccc(C(=O)C2CCCN(Cc3ccon3)C2)cc1OC (configuration not stated)	-0.4	.	.	-2.4	.
COC(=O)[C@H]1[C@H](CO)[C@H]2Cn3c(ccc(-c4cccc(C(=O)N(C)C)c4)c3=O)[C@@H]1N2CC1CC1	-7.7	.	.	-5.4	.
N#Cc1ccc2nc(-c3ccc(CN4CCC(n5c(=O)[nH]c6ccccc65)CC4)cc3)c(-c3ccccc3)nc2c1	5.8	.	.	1.1	.
CC(=O)N1[C@@H]2c3ccc(-c4cccc(C(=O)N(C)C)c4)c(=O)n3C[C@H]1[C@H](CO)[C@H]2C(=O)O	0.2	.	.	-37.7	.
Cc1ccc(-n2c(O)c(/C=N/N3CCCCC3c3cccnc3)c(=O)[nH]c2=S)cc1 (configuration not stated)	2.0	.	.	5.9	.
COc1ccc(OC(=O)N(C)C[C@H]2OCc3ccccc3-c3c(n(C)c4ccccc34)C(=O)N([C@H](C)CO)C[C@H]2C)cc1	5.1	.	.	1.3	.
COc1ccccc1CN1CCN(Cc2ccc(Cl)cc2)CC1	-0.8	.	.	-3.8	.
N#Cc1ccc2nc(-c3ccc(CN4CCC(n5nnc6ccccc65)CC4)cc3)c(-c3ccccc3)nc2c1	1.9	.	.	-4.3	.
CCCCCN1C(=O)c2ccccc2[C@@]2(C(=O)OCC)Cc3cc(Cl)ccc3[C@@H]12	-0.6	.	.	-1.7	.
Clc1cc(Cl)cc(CN2Cc3cc(Br)ccc3-n3nncc3C2)c1	6.0	.	.	-1.4	.
COc1ccc(C(C)=O)cc1CC(C(=O)c1ccc(F)cc1)N(C)C (configuration not stated)	-2.1	.	.	1.0	.
C[C@H]1CN([C@@H](C)CO)C(=O)c2c(c3ccccc3n2C)-c2ccccc2CO[C@@H]1CN(C)C(=O)Oc1ccccc1	6.2	.	.	5.6	.
COc1ccc(OC(=O)N(C)C[C@H]2OCc3ccccc3-c3c(n(C)c4ccccc34)C(=O)N([C@@H](C)CO)C[C@H]2C)cc1	-1.9	.	.	4.3	.
Cc1cccc2nc(-c3ccccc3)c(-c3ccc(CN4CCC(n5c(=O)[nH]c6cc(Cl)ccc65)CC4)cc3)nc12	-1.2	.	.	-3.5	.
C/C=C/c1ccc(C2[C@H]3CNC[C@@H]2N3CC2CC2)cc1 (some centres not stated)	4.4	.	.	2.1	.
Cc1cc(O)ccc1Cl	2.2	.	.	0.6	.

Later entries
SMILES	ERp5 block	ARNT TACC3 PPI	miR122 inh	SIRT5 inh	Cneo AK release
O=C1NC(=O)N(c2ccccc2)C(=O)/C1=C\c1ccc([N+](=O)[O-])s1	1.0	.	.	11.3	.
Cn1cccc1/C=C1\C(=O)NC(=O)N(Cc2ccccc2Cl)C1=O	3.3	.	.	2.2	.
CCCCCN1C(=O)c2cc(OC)ccc2[C@@]2(C(=O)OCC)Cc3cc(Cl)ccc3[C@@H]12	2.2	.	.	-1.6	.
CC(C)N1CCOC(c2ccc(O)c(O)c2)C1 (configuration not stated)	0.4	.	.	-0.3	.
N#Cc1ccc(NC(=S)N2Cc3ccc(Br)cc3-n3nncc3C2)cc1	-0.2	.	.	-1.7	.
c1ccc(N2[C@@H]3CC[C@H]2c2ccncc2C3)cc1	-3.7	.	.	4.1	.
C[C@@H]1CN([C@@H](C)CO)C(=O)c2c(c3ccccc3n2C)-c2ccccc2CO[C@H]1CN(C)C(=O)Oc1ccccc1	-4.0	.	.	2.9	.
CCOC(=O)[C@]12Cc3cc(Cl)ccc3[C@H]1N(Cc1ccccc1)C(=O)c1cc(OC)ccc12	-7.2	.	.	-2.3	.
CCCCCc1cc(O)c2c3c(c(=O)oc2c1)CN(C)CC3	3.5	.	.	-2.0	.
CCOC(=O)[C@]12Cc3cc4ccccc4cc3[C@H]1N(Cc1ccccc1)C(=O)c1ccccc12	3.0	.	.	26.8*	.
O=[N+]([O-])c1ccc(C2[C@H]3C(c4ccccc4)=NC4(CCCCC4)N23)cc1 (some centres not stated)	1.9	.	.	-1.1	.
CCOC(=O)[C@]12Cc3ccc(C)cc3[C@H]1N(C1CCCCC1)C(=O)c1ccccc12	0.3	.	.	-2.0	.
CN1CC[C@@H]2CN[C@H](c3ccccc3Br)C[C@@H]21	-0.3	.	.	-1.9	.
c1ccc2c(CCN3CCCCC3)c[nH]c2c1	4.0	.	.	0.8	.
CCOC(=O)[C@]12Cc3ccccc3[C@H]1N(C1CCCCC1)C(=O)c1cc(OC)ccc12	-0.6	.	.	-3.7	.
COc1ccccc1N1C(=O)NC(=O)/C(=C/c2ccc3c(c2)Cc2ccccc2-3)C1=O	-4.1	.	.	0.4	.
c1ccc(CCN2CCC3CCNC3C2)cc1 (configuration not stated)	3.5	.	.	-0.7	.
Cc1nc2ccccc2c(=O)n1-c1nccs1	0.8	.	.	1.5	.
C[C@H]1COc2cc(N3CCN(C)CC3)ccc2S(=O)(=O)N1	-4.3	.	.	-3.7	.
CC(C)Oc1ccc(Cc2c(O)[nH]c(=O)[nH]c2=O)cc1	-3.5	.	.	-2.5	.
O=C(O)[C@H]1[C@H](CO)[C@H]2Cn3c(ccc(-c4ccc(F)cc4)c3=O)[C@@H]1N2CC1CCCC1	-6.4	.	.	-0.3	.
O=S(=O)(c1ccc(Cl)cc1)N1Cc2ccc(Br)cc2-n2nncc2C1	0.1	.	.	0.1	.

Some of the entries so far, with bars between the fields.
canonical_smiles | ERp5 block | ARNT TACC3 PPI | miR122 inh | SIRT5 inh | Cneo AK release
CCCCCc1cc(O)c2c3c(c(=O)oc2c1)CN(C)CC3 | 3.5 | . | . | -2.0 | .
c1ccc(N2[C@@H]3CC[C@H]2c2ccncc2C3)cc1 | -3.7 | . | . | 4.1 | .

Five entries from above in a different format:
smiles,ERp5 block,ARNT TACC3 PPI,miR122 inh,SIRT5 inh,Cneo AK release
CC(C)Oc1ccc(Cc2c(O)[nH]c(=O)[nH]c2=O)cc1,-3.5,.,.,-2.5,.
O=C(O)[C@H]1[C@H](CO)[C@H]2Cn3c(ccc(-c4ccc(F)cc4)c3=O)[C@@H]1N2CC1CCCC1,-6.4,.,.,-0.3,.
COc1ccccc1N1C(=O)NC(=O)/C(=C/c2ccc3c(c2)Cc2ccccc2-3)C1=O,-4.1,.,.,0.4,.
CC(C)N1CCOC(c2ccc(O)c(O)c2)C1 (configuration not stated),0.4,.,.,-0.3,.
CCCCCc1cc(O)c2c3c(c(=O)oc2c1)CN(C)CC3,3.5,.,.,-2.0,.
